bovine MsrA act: bovine MsrA enzyme activators, primary screen, biochemical, absorbance, HTS; Methionine sulfoxide reductase A (Bos taurus); purified bovine MsrA, absorbance read-out; activation, % at 10.6 µM; hit rate 0.3% among 360,000; in the data active means activation above about 7.5%;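 further: 0% = vehicle and 100% = reference activator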
NRP1-CendR mod: modulators of CendR peptide binding to NRP-1, primary screen, biochemical, fluorescence polarization, uHTS | FAM-RPARPAR peptide binding to NRP-1 | inhibition, % at 25 µM | hit rate 0.85% among 360,000;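 active means inhibition or corrected inhibition above about 18%, plus a signal ratio from 0.5 to 1.5, limit read from the data, passing the limit was not always enough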; further: strong numbers were not always called active
Target sequence (O14786 whole entry, looked up): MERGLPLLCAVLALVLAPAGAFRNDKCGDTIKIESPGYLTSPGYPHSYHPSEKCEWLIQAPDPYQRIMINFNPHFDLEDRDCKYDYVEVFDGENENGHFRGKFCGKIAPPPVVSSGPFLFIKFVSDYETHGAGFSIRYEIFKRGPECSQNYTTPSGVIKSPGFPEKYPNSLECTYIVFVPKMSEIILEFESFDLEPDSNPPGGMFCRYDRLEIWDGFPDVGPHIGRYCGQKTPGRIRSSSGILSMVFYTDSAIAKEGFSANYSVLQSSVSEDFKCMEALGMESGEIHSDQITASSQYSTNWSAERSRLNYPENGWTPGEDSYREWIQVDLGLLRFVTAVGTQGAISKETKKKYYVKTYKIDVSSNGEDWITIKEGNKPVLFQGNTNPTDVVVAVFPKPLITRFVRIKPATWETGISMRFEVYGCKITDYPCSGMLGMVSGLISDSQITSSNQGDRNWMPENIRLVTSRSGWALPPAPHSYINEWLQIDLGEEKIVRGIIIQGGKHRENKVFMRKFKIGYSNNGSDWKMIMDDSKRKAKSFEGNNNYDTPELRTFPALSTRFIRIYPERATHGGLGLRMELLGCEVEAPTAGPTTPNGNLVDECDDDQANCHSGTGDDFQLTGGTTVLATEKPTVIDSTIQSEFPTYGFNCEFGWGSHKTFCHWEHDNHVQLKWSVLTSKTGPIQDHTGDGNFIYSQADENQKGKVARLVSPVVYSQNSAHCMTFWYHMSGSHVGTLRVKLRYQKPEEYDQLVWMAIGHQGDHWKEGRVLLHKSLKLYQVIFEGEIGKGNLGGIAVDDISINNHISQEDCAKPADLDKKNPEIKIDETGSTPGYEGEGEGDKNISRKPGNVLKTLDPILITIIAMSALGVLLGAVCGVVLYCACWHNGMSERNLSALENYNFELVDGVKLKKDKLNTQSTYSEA
TbMetRS inhib: T. brucei MetRS inhibitors, primary screen, biochemical, luminescence; methionyl-tRNA synthetase (Trypanosoma brucei brucei); purified T. brucei MetRS, ATP depletion, Kinase-Glo luminescence; inhibition, % at 11.9 µM; hit rate 0.4% among 360,000; AID 624268, 2012;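 active means inhibition above a per-plate cutoff of the control wells' mean inhibition plus 3 SD, cut at about 5.5% in these data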;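 further: 0% = DMSO wells median and 100% = median of wells with control inhibitor compound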
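Material – parasite MetRS enzyme · Medium – HEPES-MgCl2-KCl buffer plus DTT, spermine, BSA, pyrophosphatase · Reagent – ATP, methionine and E. coli bulk tRNA substrates · Times – 15 min enzyme-compound preincubation, 2 h reaction, 10 min detection, 25 °C · Measured by – luminescence of leftover ATP · Evaluation – percent inhibition relative to median high and low control wells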
MsrA inh: bovine MsrA enzyme inhibitors, primary screen, biochemical, absorbance, HTS; inhibition, % at 15.5 µM; AID 651718, 2012; purified bovine MsrA, absorbance read-out; hit rate 0.75% among 360,000; in the data active means inhibition above about 4.5%;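 further: 0% = vehicle wells with enzyme and 100% = reference inhibitor wells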
E coli Lon inh: inhibitors of E. coli Lon protease, primary screen, biochemical, fluorescence polarization; hit rate 0.42% among 360,000; purified E. coli Lon protease; inhibition, % at 7.94 µM; AID 602123, 2011; P0A9M0; in the data active means inhibition above about 13%, passing the limit was not always enough;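 further: 0% = enzyme with probe and DMSO and 100% = no enzyme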
SUMO1-SIM PPI: modulators of SUMO1 protein-protein interactions, primary screen, biochemical, uHTS; SUMO1 binding to a labelled peptide, TR-FRET, 1 h; hit rate 0.33% among 360,000; inhibition, % at 20 µM; in the data active means inhibition above about 37%
STEP inh: STEP phosphatase inhibitors, primary screen, biochemical, fluorescence intensity, uHTS; Tyrosine-protein phosphatase non-receptor type 5 (Homo sapiens), P54829; recombinant STEP, OMFP fluorogenic substrate; inhibition, % at 20 µM; hit rate 0.25% among 360,000; AID 588621, 2011;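 active means inhibition at 20 µM, scaled per plate between control wells, above about 37%, limit read from the data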;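 further: 0% = DMSO with enzyme and substrate and 100% = substrate only without enzyme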
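System: isolated STEP enzyme; schedule: 20 min enzyme reaction at room temperature, protected from light; medium: Bis-Tris buffer pH 6.0, 2.5 mM DTT, 0.005% Tween 20; signal: fluorescence, 480/540 nm; dosing: single compound dose of 20 µM, 1% DMSO final; also added: OMFP substrate, 25 µM final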
Scp1 inh: Scp-1 phosphatase inhibitors, primary screen, biochemical, colorimetric, uHTS; Carboxy-terminal domain RNA polymerase II polypeptide A small phosphatase 1 (Homo …; Recombinant Scp1, phosphopeptide, malachite green phosphate absorbance; inhibition, % at 20 µM; hit rate 0.88% among 340,000; AID 493091, 2011;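 active means inhibition above about 50% at 20 µM, limit read from the data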;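 further: plate controls were DMSO wells with enzyme for no effect and wells lacking enzyme for full effect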
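Material: truncated SCP-1 phosphatase (76-261aa) / Buffer or medium: 50 mM Tris acetate pH 5.5, 0.005% Tween-20, 10 mM MgCl2 / Compound dosing: one concentration, 20 µM, with 1.0% DMSO / Incubation: 45 min room-temperature reaction, 5 min colour, 30 min stabiliser / Detection: colorimetric free-phosphate detection, absorbance 630 nm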
DNMT1 block: human DNMT1 methyltransferase inhibitors, primary screen, biochemical, molecular beacon, fluorescence, HinP1I cleavage, uHTS | DNA (cytosine-5)-methyltransferase 1 (Homo sapiens), P26358 | inhibition (reported as % activation of signal), % at 10 µM | hit rate 0.83% among 360,000 | AID 588458, 2011; in the data active means inhibition above about 50%
LMPTP inh: LMPTP phosphatase inhibitors, primary screen, biochemical, fluorescence intensity, uHTS | Low molecular weight phosphotyrosine protein phosphatase (Homo sapiens), P24666 | recombinant LMPTP-A, OMFP fluorogenic substrate | inhibition, % at 20 µM | hit rate 0.22% among 360,000 | AID 651560, 2012;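 active means compounds that cut the enzyme signal by at least half of the control window in the single-dose screen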;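 further: plate controls were DMSO wells with enzyme plus substrate for no effect and substrate without enzyme for full effect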
Target sequence (P24666 whole entry, looked up): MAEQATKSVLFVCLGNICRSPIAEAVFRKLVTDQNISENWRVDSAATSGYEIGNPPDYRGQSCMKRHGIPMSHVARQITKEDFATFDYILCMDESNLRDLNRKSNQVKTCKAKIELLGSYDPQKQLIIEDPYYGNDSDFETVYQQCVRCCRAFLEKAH
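Test system – LMPTP-A phosphatase enzyme · Quantity – 0.625 nM LMPTP-A final · Reagent – OMFP substrate, 400 µM final · Dosing – one test concentration per compound, 20 µM, with 3% DMSO overall · Timing – 50 min enzyme reaction at room temperature, protected from light · Detection – fluorescence intensity · Controls – substrate-only low control, DMSO enzyme-plus-substrate high control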
Active calls of the source: *.

Results for COC(=O)c1ccc(OCC(=O)c2ccc(C)c(C)c2)cc1 ?
bovine MsrA act: -2; NRP1-CendR mod: 4; TbMetRS inhib: 0.5; MsrA inh: -0.1; E coli Lon inh: -2; SUMO1-SIM PPI: -2; STEP inh: 1; Scp1 inh: -12; DNMT1 block: -4; LMPTP inh: 1.2

What do the screens show for `Cn1c(=O)oc2cc(S(=O)(=O)NCc3ccc(F)cc3)ccc21`?
bovine MsrA act: -2; NRP1-CendR mod: -36; TbMetRS inhib: 0.4; MsrA inh: -0.5; E coli Lon inh: -18; SUMO1-SIM PPI: 2; STEP inh: 1; Scp1 inh: -7; DNMT1 block: 1; LMPTP inh: -1.3

How did CC(C)[C@H](NC(=O)C1CCN(S(=O)(=O)c2ccccc2)CC1)C(=O)NCc1ccccn1 do in these assays?
bovine MsrA act: -1; NRP1-CendR mod: 14; TbMetRS inhib: 0.0; MsrA inh: 0.2; E coli Lon inh: -3; SUMO1-SIM PPI: 12; STEP inh: 2; Scp1 inh: -8; DNMT1 block: 1; LMPTP inh: -1.4

How did CCc1nc2ccc(C(=O)NCCOc3ccc(OC)cc3)cn2c1N(CCN(C)C)CC1CC1 do in these assays?
bovine MsrA act: 2; NRP1-CendR mod: -1; TbMetRS inhib: -0.2; MsrA inh: -0.3; E coli Lon inh: 1; SUMO1-SIM PPI: -3; STEP inh: -2; DNMT1 block: 2; LMPTP inh: 1.4

How did COC(=O)c1c(C(=O)OC)c(-c2ccc(Cl)cc2)n2c1CS(=O)(=O)C2 do in these assays?
bovine MsrA act: -10; NRP1-CendR mod: -2; TbMetRS inhib: -0.4; MsrA inh: 3.5; E coli Lon inh: -2; SUMO1-SIM PPI: 3; STEP inh: -2; Scp1 inh: 1; DNMT1 block: 10; LMPTP inh: 3.8

How did CC(=O)c1cccc(N(C(=O)CNC(=O)c2cccs2)C(C(=O)NCC2CCCO2)c2ccccc2)c1 (centres undefined) do in these assays?
bovine MsrA act: -1; NRP1-CendR mod: 17; TbMetRS inhib: -0.3; MsrA inh: -1.1; E coli Lon inh: -10; SUMO1-SIM PPI: -2; STEP inh: -1; Scp1 inh: -1; DNMT1 block: 0; LMPTP inh: -0.4

What do the screens show for `CN(C)c1ncc(CN2CCC(CO)(CCCc3ccccc3)CC2)s1`?
bovine MsrA act: -5; NRP1-CendR mod: -4; TbMetRS inhib: -1.2; MsrA inh: 0.9; E coli Lon inh: 0; SUMO1-SIM PPI: 0; STEP inh: -2; Scp1 inh: 3; DNMT1 block: -2; LMPTP inh: -1.0

Results for Cc1ccc(NC(=O)N2CCC(C(=O)NCc3ccccc3)CC2)cc1 ?
bovine MsrA act: -11; NRP1-CendR mod: 1; TbMetRS inhib: -0.6; MsrA inh: 0.4; E coli Lon inh: -4; SUMO1-SIM PPI: -1; STEP inh: 2; Scp1 inh: 13; DNMT1 block: 1; LMPTP inh: 0.1

Results for O=C(CCN1CCCC1)Nc1ccccc1 ?
bovine MsrA act: 0; NRP1-CendR mod: 4; TbMetRS inhib: 1.2; MsrA inh: 1.1; E coli Lon inh: 0; SUMO1-SIM PPI: -1; STEP inh: -2; Scp1 inh: -5; DNMT1 block: -1; LMPTP inh: -0.4

How did C=CCn1c(=O)c2ccccc2n2c(SCC(=O)NCc3cccs3)nnc12 do in these assays?
bovine MsrA act: 0; NRP1-CendR mod: 9; TbMetRS inhib: 0.3; MsrA inh: 0.3; E coli Lon inh: -5; SUMO1-SIM PPI: -2; STEP inh: 4; Scp1 inh: -7; DNMT1 block: 0; LMPTP inh: -2.3

How did CC(=O)N(Cc1ccccc1)c1c(N)nc(N)[nH]c1=O do in these assays?
bovine MsrA act: -1; NRP1-CendR mod: 2; TbMetRS inhib: -0.5; MsrA inh: -1.4; E coli Lon inh: 3; SUMO1-SIM PPI: -1; STEP inh: 0; Scp1 inh: 4; DNMT1 block: 3; LMPTP inh: -0.6

Results for CCCc1ccc(Oc2cc(C)nc(N3CCOCC3)n2)cc1 ?
bovine MsrA act: -11; NRP1-CendR mod: 1; TbMetRS inhib: -0.6; MsrA inh: -0.7; E coli Lon inh: -5; SUMO1-SIM PPI: -1; STEP inh: 4; Scp1 inh: 9; DNMT1 block: -2; LMPTP inh: 3.2

Results for COc1ccc(-c2c(C#Cc3ccsc3)c3cc(-c4ccc(CN5CCOCC5)cc4)ccc3n2C)cc1 ?
bovine MsrA act: -2; NRP1-CendR mod: -6; TbMetRS inhib: -0.7; MsrA inh: -1.0; E coli Lon inh: -11; SUMO1-SIM PPI: -12; STEP inh: 2; Scp1 inh: 3; DNMT1 block: -7; LMPTP inh: 4.8

How did COc1cc(NC(=O)c2ccccc2)c(OC)cc1NC(=O)CN1C(=O)NC2(CCCCC2)C1=O do in these assays?
bovine MsrA act: -1; NRP1-CendR mod: -5; TbMetRS inhib: -0.1; MsrA inh: -0.6; E coli Lon inh: -4; SUMO1-SIM PPI: 3; STEP inh: 1; Scp1 inh: -2; DNMT1 block: -10; LMPTP inh: 0.6

What do the screens show for `CCOC(=O)Cc1c[nH]c2ccc([N+](=O)[O-])cc12`?
bovine MsrA act: -10; NRP1-CendR mod: 5; TbMetRS inhib: 0.1; MsrA inh: 1.6; E coli Lon inh: -8; SUMO1-SIM PPI: -13; STEP inh: -2; Scp1 inh: -2; DNMT1 block: -1; LMPTP inh: -1.3

How did O=C(NNS(=O)(=O)c1ccccc1Cl)C1COc2ccccc2O1 (centres undefined) do in these assays?
bovine MsrA act: 0; NRP1-CendR mod: -10; TbMetRS inhib: -0.3; MsrA inh: 0.7; E coli Lon inh: -6; SUMO1-SIM PPI: 3; STEP inh: 1; Scp1 inh: 0; DNMT1 block: 3; LMPTP inh: -0.5

What do the screens show for `Cc1ccc(NC(=S)N/N=C/c2c(C)nn(-c3ccccc3)c2N2CCCC2)cc1`?
bovine MsrA act: -2; NRP1-CendR mod: -12; TbMetRS inhib: 0.0; MsrA inh: 0.5; E coli Lon inh: 8; SUMO1-SIM PPI: -1; STEP inh: 0; Scp1 inh: -4; DNMT1 block: -1; LMPTP inh: 0.6

How did CCOC(=O)c1c(/N=C/c2ccc(C)cc2O)sc2c1CCN(C)C2 do in these assays?
bovine MsrA act: -5; NRP1-CendR mod: -3; TbMetRS inhib: -0.2; MsrA inh: 0.6; E coli Lon inh: -2; SUMO1-SIM PPI: -14; STEP inh: 3; Scp1 inh: 3; DNMT1 block: 0; LMPTP inh: 4.2

How did Cc1cc(NC(=O)COn2nnc3ccc(Cl)cc32)no1 do in these assays?
bovine MsrA act: -6; NRP1-CendR mod: -4; TbMetRS inhib: -0.7; MsrA inh: 0.4; E coli Lon inh: -6; SUMO1-SIM PPI: 3; STEP inh: -2; Scp1 inh: -7; DNMT1 block: 0; LMPTP inh: -0.8

Results for O=C(Nc1cccc(Cl)c1)NC1CC2CCC1C2 (centres undefined) ?
bovine MsrA act: 1; NRP1-CendR mod: 8; TbMetRS inhib: -0.2; MsrA inh: 1.5; E coli Lon inh: -2; SUMO1-SIM PPI: -2; STEP inh: 2; Scp1 inh: -2; DNMT1 block: 1; LMPTP inh: 0.3

How did COC(=O)COc1ccc(S(=O)(=O)Nc2ccccc2C(=O)OC)cc1 do in these assays?
bovine MsrA act: -3; NRP1-CendR mod: -1; TbMetRS inhib: 0.4; MsrA inh: -1.2; E coli Lon inh: -9; SUMO1-SIM PPI: 2; STEP inh: 2; Scp1 inh: -9; DNMT1 block: -1; LMPTP inh: -2.3

How did Cc1cc(C)n(-c2ccc(NC(=O)C3CCCCN3C(=O)c3ccc(C)s3)cc2)n1 (centres undefined) do in these assays?
bovine MsrA act: -6; NRP1-CendR mod: 17; TbMetRS inhib: -0.5; MsrA inh: -0.8; E coli Lon inh: 6; SUMO1-SIM PPI: -2; STEP inh: -1; Scp1 inh: -2; DNMT1 block: 0; LMPTP inh: 0.7

How did Cc1ccc(CNS(=O)(=O)c2ccc3c(c2)N(C)CCO3)cc1 do in these assays?
bovine MsrA act: -5; NRP1-CendR mod: -9; TbMetRS inhib: 0.2; MsrA inh: 0.6; E coli Lon inh: 5; SUMO1-SIM PPI: 1; STEP inh: 2; Scp1 inh: 1; DNMT1 block: 2; LMPTP inh: -0.1

What do the screens show for `CC(C)OCCCNC(=O)C1CCC(=O)N1C1CCCC1` (centres undefined)?
bovine MsrA act: -3; NRP1-CendR mod: 0; TbMetRS inhib: 0.3; MsrA inh: -0.4; E coli Lon inh: -7; SUMO1-SIM PPI: 2; STEP inh: -1; Scp1 inh: -6; DNMT1 block: -1; LMPTP inh: -0.8

What do the screens show for `Cc1ccc2nc(N3CCOCC3)c3nncn3c2c1`?
bovine MsrA act: 0; NRP1-CendR mod: -1; TbMetRS inhib: -0.3; MsrA inh: 2.5; E coli Lon inh: -33; SUMO1-SIM PPI: -2; STEP inh: 4; Scp1 inh: -10; DNMT1 block: 2; LMPTP inh: -1.6

Not a retest: 3 of the compounds above.
Results for O=C(Nc1cccc(Cl)c1)NC1CC2CCC1C2 (centres undefined) ?
bovine MsrA act: 1; NRP1-CendR mod: 8; TbMetRS inhib: -0.2; MsrA inh: 1.5; E coli Lon inh: -2; SUMO1-SIM PPI: -2; STEP inh: 2; Scp1 inh: -2; DNMT1 block: 1; LMPTP inh: 0.3

How did COC(=O)COc1ccc(S(=O)(=O)Nc2ccccc2C(=O)OC)cc1 do in these assays?
bovine MsrA act: -3; NRP1-CendR mod: -1; TbMetRS inhib: 0.4; MsrA inh: -1.2; E coli Lon inh: -9; SUMO1-SIM PPI: 2; STEP inh: 2; Scp1 inh: -9; DNMT1 block: -1; LMPTP inh: -2.3

How did Cc1cc(C)n(-c2ccc(NC(=O)C3CCCCN3C(=O)c3ccc(C)s3)cc2)n1 (centres undefined) do in these assays?
bovine MsrA act: -6; NRP1-CendR mod: 17; TbMetRS inhib: -0.5; MsrA inh: -0.8; E coli Lon inh: 6; SUMO1-SIM PPI: -2; STEP inh: -1; Scp1 inh: -2; DNMT1 block: 0; LMPTP inh: 0.7
